# sdo1 growth: compounds rescuing growth of sdo1-depleted yeast, bone marrow failure model | S. cerevisiae sdo1-depleted JHY4D growth rescue, OD600 30 h; stronger effect = higher value; pdr5 snq2 efflux-pump mutant strain | z-score at 10 µM | 140,000 compounds, 0.21% hits;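 active = z-score above 3 at both the 24 hr and the 30 hr optical density reads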;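 also: z-score against mean and SD of all compound wells on the same plate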
# INS promoter inh: TRM-6 insulin promoter activity inhibition; inhibition, % at 2 µM; 130,000 compounds, 0.9% hits; TRM-6 cells (human fetal islet line), insulin promoter-eGFP reporter, imaging; reporter expression induced with tamoxifen;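 active = inhibition above the mean plus 3 SD, with well images judged a real hit on visual review, cut at about 60% in these data, passing the limit was not always enough; inconclusive = inhibition over the cutoff but images rejected on review; inactive = inhibition not above the cutoff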
# sdo1 growth Rescue 24 h: second read-out of sdo1 growth, no call of its own (marks repeat the call); z-score; S. cerevisiae sdo1-depleted JHY4D growth rescue, OD600; measured here: growth rescue at 24 h;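 0 is the plate mean of compound wells and units are plate SD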
# An asterisk follows results filed as active; ? = inconclusive; · = no result given; & = joins results of further samples.
sdo1 growth	sdo1 growth Rescue 24 h	INS promoter inh	SMILES
0.21	-0.2	6	O=C(CSCC(=O)NC1CC1)Nc1ccc2ccccc2c1
0.59	0.59	·	Cc1ccc(CN2CCNC(=O)C2CC(=O)O)cc1 (stereo not given)
0.92	0.02	·	CCOC(=O)c1c(NCc2ccccc2)n[nH]c1C
-1.4	-1.3	·	Cn1cc(/C(Cc2ccccc2)=N\O)c2ccccc21
·	·	-27	Cc1ccc(NC(=O)c2nc3nccc(C)n3n2)c(C)c1
-0.31	-0.36	·	Cc1cccc(OCC(=O)N2CCC(N3CCCCCC3)CC2)c1
0.72	0.34	?	COc1cc(C2NC(=O)NC(C)=C2C(=O)OC2CCCC(C)C2)ccc1O (stereo not given)
·	·	15	CC(C)CC(=O)Nc1ccc(-c2nnn(CC(=O)NCc3ccco3)n2)cc1
0.29	1.5	44	CSc1nc(C)cc(SC(C(C)=O)C(=O)Nc2ccccc2)n1 (stereo not given)
0.03	-0.94	·	COC(=O)C1=C(C)N=C2SC(C#N)=C(N)N2C1c1ccc(OC)cc1 (stereo not given)
·	·	-453	CN(C)S(=O)(=O)c1cccc(NC(=S)N(CCC#N)Cc2cccnc2)c1
0.78	0.14	0	CC(C)OC(=O)c1cccc(C(=O)Oc2ccccc2)n1
-1.8	-1.3	·	CCc1cc2c(=O)n(Cc3ccco3)c(SCc3c(C)noc3C)nc2s1
0.93	0.83	-106	NC(=O)C1(N2CCCCC2)CCN(CC(=O)Nc2ccccc2-c2ccccc2)CC1
0.75	0.03	50	COCCNC(=O)c1cc(Br)ccc1Cl

# Structures above that have two or more sulfur atoms:
sdo1 growth	sdo1 growth Rescue 24 h	INS promoter inh	SMILES
0.29	1.5	44	CSc1nc(C)cc(SC(C(C)=O)C(=O)Nc2ccccc2)n1 (stereo not given)
·	·	-453	CN(C)S(=O)(=O)c1cccc(NC(=S)N(CCC#N)Cc2cccnc2)c1
-1.8	-1.3	·	CCc1cc2c(=O)n(Cc3ccco3)c(SCc3c(C)noc3C)nc2s1

# A different layout for some results above.
CC(C)OC(=O)c1cccc(C(=O)Oc2ccccc2)n1
  sdo1 growth: 0.78
  sdo1 growth Rescue 24 h: 0.14
  INS promoter inh: 0

CCc1cc2c(=O)n(Cc3ccco3)c(SCc3c(C)noc3C)nc2s1
  sdo1 growth: -1.8
  sdo1 growth Rescue 24 h: -1.3
  INS promoter inh: ·

# The list goes on.
sdo1 growth	sdo1 growth Rescue 24 h	INS promoter inh	SMILES
1.1	0.98	-26	O=C(N/N=C/c1ccc(OCCCF)cc1)c1cc(OCC(F)(F)F)ccc1OCC(F)(F)F
-0.75	-0.1	16	CC(C)C(=O)NC(=S)Nc1ccc(S(=O)(=O)Nc2ccccc2)cc1
·	·	-8	CC1(C)CN(c2ccc(Br)cc2Br)C1=O
0.48	0.69	·	Cc1cc(C)n(-c2ncnc3c2oc2ccccc23)n1
0.77	0.86	42	Nn1c(SCC(=O)Nc2ccc(F)cc2)nnc1-c1ccccn1
0.74	0.39	6	C=C(C)C1Cc2nc(N)nc(C)c2C1 (stereo not given)
-0.19	-0.72	·	COC(Cc1nnc(SC)n1-c1ccccc1)OC
1.1	1.1	14	O=C(CSc1ncc(-c2ccc(F)cc2)[nH]1)N1CCCCC1
-0.83	-1.3	-41	O=C1C=C(NCc2ccc(Cl)c(Cl)c2)C2(CCCCC2)O1
-0.92	-0.37	·	CC(C)Cn1c(-c2cccs2)nc2nc3ccccc3nc21
0.65	0.38	·	Cc1cc(C)cc(NC(=O)CSc2nc3c(c(=O)[nH]2)CN(Cc2ccc(F)cc2)CC3)c1
-0.86	-0.28	-52	Nc1nc(SCc2ccc(Cl)cc2Cl)nc2nc3c(cc12)CCCC3
-2.6	-1.7	·	Cc1ccc2c(COC(=O)c3n[nH]c4ccccc34)cc(=O)oc2c1
-1.2	-2	14	Cc1csc(NC(=O)Cc2nn(C)c(=O)c3ccccc23)n1
0.36	0.49	-17	Cc1cc(C)c(C)c(OCCCn2ccnc2)c1
-0.53	-0.53	-46	Cc1c(C(=O)NCC2CCCO2)oc2ccc(S(=O)(=O)N3CCCC3)cc12 (stereo not given)
0.63	1.2	·	Cn1c(NCc2cc(Br)ccc2O)nc2ccccc21
0.21	0.1	21	Cc1ccsc1C(=O)OCC(=O)NCc1ccc2c(c1)OCO2
-0.02	0.2	-6	CCNc1nc(Cl)nc(NCc2ccccc2)n1
1.3	2.3	·	COc1ccc(C(c2nnnn2Cc2ccccc2)N2CCN(C(=O)c3ccco3)CC2)cc1OC (stereo not given)
·	·	73*	Clc1ccc(-c2csc(N3CCOCC3)n2)cc1
·	·	92*	COc1ccc(N2C(=O)/C(=C\c3ccco3)N=C2SCC(N)=O)cc1Cl
-1.5	-0.03	·	CC1=Nc2ccccc2/C1=C\c1nc(-c2ccccc2)oc1O
·	·	11	COc1ccc(C(=O)NC2CCCc3ccccc32)cc1S(=O)(=O)N1CCOCC1 (stereo not given)
-0.56	-0.34	19	O=C1C(Cl)=C(NCC2CCCO2)C(=O)N1C1CCCCC1 (stereo not given)
-1.5	-1.5	-6	CCn1nc(C)c(NC(=O)CCCSc2nc(-c3ccco3)cc(C(F)(F)F)n2)c1C
0.17	0.12	-44	Cc1ccc2c(c1)NC(C(C)(C)C)CO2 (stereo not given)
0.16	0.03	-33	O=c1cc(CN2CCOCC2)c2c(ccc3ccccc32)o1
-0.37	-0.32	-13	COc1ccccc1CNC(=O)CCCOc1cc(=O)n(C)c2ccccc12
-0.19	-0.32	-26	O=C(c1cc(-c2ccccc2Cl)on1)N1CCN(C(=O)c2ccco2)CC1
-0.61	-0.04	-3	COc1ccc(CN(Cc2cc3cc4c(cc3[nH]c2=O)OCO4)C(=O)NC2CCCCC2)cc1
·	·	26	O=C1CCC(c2ccccc2)=NN1Cc1c(F)cccc1Cl
0.86	0.58	-51	CCOC(=O)c1c(C)n(C)c2ccc(O)c(CN3CCC(C)CC3)c12
·	·	27	CN(C)S(=O)(=O)c1cccc(-c2cn3cccnc3n2)c1
·	·	-21	CCNS(=O)(=O)c1ccc(CCC(=O)Nc2ccccc2)cc1
·	·	-125	COc1ccc(N=Cc2c(O)n(-c3ccc(OC)cc3)c(=O)c3ccccc23)cc1
-0.26	-1.2	·	CCOC(=O)n1c(=O)oc2cc(S(=O)(=O)N3CCOCC3)ccc21
0.7	-0.71	42	COC(=O)c1[nH]c2ccc(C)cc2c1NS(=O)(=O)c1ccc(F)c(C)c1
-1.6	-1.3	·	Cn1nnc2c(sc3nc(N4CCOCC4)c4c(c32)CCCC4)c1=O
-1.4	-0.31	-6	CS(=O)(=O)N(CC(=O)Nc1ccc(Cl)c(Cl)c1)C1CCCCC1
0.7	0.18	62	CCCS(=O)(=O)N1CCC(C(=O)NCCN(C)Cc2ccccc2)CC1
0.6	0.23	·	CCOC(=O)N1CCC(NC(=O)C2CCCN(C(=O)N3CCOc4ccccc43)C2)CC1 (stereo not given)
0	-0.43	50	CCOc1ccc2c(c1)sc(=NC(=O)C1CC1)n2C
0.44	-0.47	8	CN1C(=O)NC(c2ccccc2)C2=C1CN(CCc1ccccc1)C2=O (stereo not given)
-1.2	-0.72	-9	COc1ccc(C(=O)Oc2cccc(Nc3ncnc4ccccc34)c2)cc1OC
-0.25	-0.18	53	COC(=O)c1ccc(C)c(NS(=O)(=O)c2ccc(OC)c(OC)c2)c1
·	·	31	O=C(CSc1ccc(-c2ccncc2)nn1)c1ccc(Cl)cc1
·	·	-69	O=C(NCc1cccs1)C(=O)c1cn(CC(=O)N2CCCC2)c2ccccc12
7.9	0.85	4	O=C(Nc1cccc(Cl)c1)c1cccc(Oc2ccc([N+](=O)[O-])cc2Cl)c1
0.46	1.4	46	O=C(O)CC(NC(=O)COc1ccc(Cl)cc1Cl)C(=O)O (stereo not given)
-0.33	1.4	·	CC(=O)Nc1ccccc1-c1nc2ccccc2nc1OCC(=O)c1ccc2ccccc2c1
·	·	-50	COc1cccc(NC(=O)C(c2ccccc2)N2CCCCC2)c1 (stereo not given)
1.2	1.7	·	CCN(CC)C(=O)C12CC3CC(CC(Cl)(C3)C1)C2
0.82	0.89	-21	C=CCSc1nc2c(c(=O)[nH]c(=O)n2C)n1C/C=C(/C)Cl
·	·	-50	O=C(CCC(=O)OCc1ccc([N+](=O)[O-])cc1)Nc1ccccc1Cl
-1.1	-1.4	3	O=C1NC(c2cccc(Br)c2)=N/C1=C\c1ccco1
-0.5	0.33	52	CCOC(=O)N1CCN(S(=O)(=O)c2ccc(C)c(C)c2C)CC1
-1.9	-1.3	·	COc1cccc(Nc2nc(-c3cccc(N4C(=O)c5ccccc5C4=O)c3)cs2)c1
·	·	-75	CCOC(=O)C1CCCN(C(=O)c2cccc(NC(=O)C(CC)CC)c2)C1 (stereo not given)
-1.1	-0.68	-62	CCOC(=O)c1oc2cc(O)ccc2c(=O)c1-c1ccc(OC)cc1

# Further records.
sdo1 growth	sdo1 growth Rescue 24 h	INS promoter inh	SMILES
1.3	1.7	48	CCOC(=O)c1[nH]c(C)c(C(=O)NCc2ccccn2)c1C
-0.85	-0.81	-30	CC/C(=C\C1CCCCC1)C(NP(=O)(c1ccccc1)c1ccccc1)c1ccccc1 (stereo not given)
·	·	-262	CCOc1ccc(N(CC(=O)NC2CCCCC2)C(=O)CNC(=O)c2ccco2)cc1
1	0.29	-4	CCC1Oc2ccc(C)cc2N(CC(=O)NCCN2C(C)CCCC2C)C1=O (stereo not given)
0.87	0.68	·	Nc1nnc(CC(=O)N2CCCCC2)s1
-0.54	-0.57	·	Cn1c(Cn2c(=O)sc3ccccc32)nnc1SCC(=O)Nc1ccc2c(c1)OCO2
0.53	0.47	-7	O=C(CCNS(=O)(=O)c1ccc2c(c1)CCC(=O)N2)NCc1cccnc1
0.46	0.2	-143	COc1ccc(CC(C(=O)Nc2cccc(F)c2)c2nn[nH]n2)c(OC)c1 (stereo not given)
-0.53	-0.89	-37	CN(C)c1ccc(/C=N/NC(=S)NCc2ccco2)cc1
1.7	0.48	13	CC(=O)C1=NOC(CNC(=O)c2c(-c3ccccc3Cl)noc2C)C1 (stereo not given)
-0.89	-1.4	-33	c1ccc2c(CN3CCOCC3)c3ccccc3c(CN3CCOCC3)c2c1
0.7	0.18	0	CCOC(=O)C1=C(C)C2C3C(=O)N(c4ccccc4C)C(=O)C3C1(C)C1C(=O)N(c3ccccc3C)C(=O)C21 (stereo not given)
-1.6	-1.2	·	Cc1cc(-c2nc3ccccc3o2)c2ccccc2n1
0	-0.04	9	CCC(C)NC(=O)CSc1nc(-c2cccs2)cc(C(F)(F)F)n1 (stereo not given)
0.88	0.38	-17	CCC(=O)N1CCc2cc(S(=O)(=O)CCC(=O)Nc3ccc(F)c(F)c3)ccc21
·	·	-105	CCc1ccc(NC(=O)Nc2cccc(OC)c2)cc1
1	1.2	-48	O=C(NCc1ccccc1)c1ccc(=O)[nH]n1
0.21	-0.16	·	Cc1ccnc(NC(=O)COC(=O)C2COc3ccccc3O2)n1 (stereo not given)
·	·	-24	O=C(CCc1ccccc1)Nc1cc(NC(=O)CCc2ccccc2)cc(C(=O)O)c1
-0.45	-0.86	-3	C=C(C)CSc1nnc(-c2ccc(C)cc2)n1N
1.2	1	0	O=C1CC(Cc2ccc(Cl)cc2)C(=O)N1c1ccncc1 (stereo not given)
0.08&1.5	1.6&3.2	·	Cc1cccc(Nc2nn3c(=O)c4ccccc4nc3s2)c1
·	·	8	CCOC(=O)N1CCc2c(sc(NC(=O)CN3CCN(C)CC3)c2C(=O)Nc2ccccc2)C1
0.98	0.54	-18	CCCC(=O)N1CC2(C)CN(C(=O)CCC)CC(CCC)(C1)C2=O
-0.02	-0.98	·	O=C(NCC1CCCO1)/C(=C\c1ccc(Cl)cc1)NC(=O)c1ccccc1 (stereo not given)
0.49	0.5	·	Cc1ccc(Cn2c(SCCN3CCCCC3)nc3c2c(=O)[nH]c(=O)n3C)cc1
·	·	9	CC1=NN(c2ccccc2)C(=O)C1C(=O)C(=O)Nc1ccc(F)cc1 (stereo not given)
0.05	0.15	-13	COc1cc([N+](=O)[O-])cc(/C=N/NC(=O)C(C)Nc2ccccc2C)c1O (stereo not given)
0.81	0.5	·	CCOc1ccc2nc(N3C(=O)/C(=C/c4ccccc4)NC3=S)sc2c1
0	-0.33	0	CN1c2ccccc2N(C)C1(C)c1ccccc1
-0.09	0.13	18	COC(=O)c1c(NC(=O)CSc2nnnn2-c2ccccc2)sc2c1CCC(C)C2 (stereo not given)
1.3	2.2	-56	COCCn1c(=NC(=O)c2ccc(S(=O)(=O)N3CCCc4ccccc43)cc2)sc2cc(S(C)(=O)=O)ccc21
1.1	0.66	·	O=C(/N=C1\NC(=O)C(F)(C(F)(F)F)S1)NC1CCCCC1 (stereo not given)

# Single entries from above:
# Entry for `CCCC(=O)N1CC2(C)CN(C(=O)CCC)CC(CCC)(C1)C2=O` under sdo1 growth: 0.98
# Entry for `O=C(CCc1ccccc1)Nc1cc(NC(=O)CCc2ccccc2)cc(C(=O)O)c1` under INS promoter inh: -24
# Entry for `CCOC(=O)N1CCc2c(sc(NC(=O)CN3CCN(C)CC3)c2C(=O)Nc2ccccc2)C1` under INS promoter inh: 8
# Entry for `Cc1ccc(Cn2c(SCCN3CCCCC3)nc3c2c(=O)[nH]c(=O)n3C)cc1` under sdo1 growth: 0.49
# Entry for `COC(=O)c1c(NC(=O)CSc2nnnn2-c2ccccc2)sc2c1CCC(C)C2` (stereo not given) under sdo1 growth Rescue 24 h: 0.13
# Entry for `CC1=NN(c2ccccc2)C(=O)C1C(=O)C(=O)Nc1ccc(F)cc1` (stereo not given) under INS promoter inh: 9
# Entry for `Cc1cccc(Nc2nn3c(=O)c4ccccc4nc3s2)c1` under sdo1 growth: 0.08&1.5

# Source: PubChem
